# BoNT A protease – BoNT/A light chain protease inhibitors, primary screen, biochemical, flow cytometry, MLPCN library. inhibition, % at 10 µM. AID 588499, 2011. multiplex microsphere protease substrate cleavage. Botulinum neurotoxin type A light chain protease (Clostridium botulinum A str. ATCC 3502). 360,000 compounds, 0.17% hits; further: plate controls were buffer without enzyme for full effect and enzyme alone for no effect
# PfHsp40 yeast – rescue of yeast from PfHsp40 toxicity, primary screen, S. cerevisiae, ATP luminescence | S. cerevisiae expressing PfHsp40, growth rescue | growth rescue, % at 12.5 µM | 340,000 compounds, 0.68% hits; in the data active means growth rescue above about 28%, passing the limit was not always enough;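 further: yeast W303a lacking pdr1 and pdr3 grown in galactose medium; growth measured after three days at 30 °C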
# BH1578 lux ind – inducers of Vibrio cholerae quorum light production without autoinducers, primary screen, BH1578 luxS cqsA deficient, single point; V. cholerae BH1578 lux reporter, luminescence, 6 h; activation, % at 18.7 µM; 350,000 compounds, 0.16% hits; AID 588436, 2011; in the data active means activation mostly above about 9.7%, no sharp cut-off; further: not every result past the cut was called active; inactives centre near 0; reference of the scale not given here
# SSB-PriA inh – inhibitors of Klebsiella pneumoniae PriA binding to SSB C-terminal tail, primary screen, biochemical, AlphaScreen; AID 1272365, 2023; 430,000 compounds, 0.6% hits; AlphaScreen SSBct-PriA binding, biotinylated peptide; inhibition, % at 33 µM; in the data active means inhibition mostly above about 37%, no sharp cut-off; inactive means mostly below about 20%;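 further: plate controls were negative control peptide for no effect and reference peptide for full effect; strong numbers were not always called active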
# PrPC TRFRET – inhibitors of human cell surface prion protein PrPC, primary screen, cell-based, TR-FRET; Major prion protein (Homo sapiens), P04156; TR-FRET read-out; 370,000 compounds, 0.43% hits; inhibition, % at 13.8 µM; in the data active means inhibition above about 24%; further: 0% = median of the test wells and 100% = reference compound wells
# TcdB GH inh – TcdB glycohydrolase inhibitors, primary screen, biochemical, single point, plate reader | Toxin B (Clostridioides difficile), P18177 | TcdB glycohydrolase enzymatic assay | inhibition, % at 9.99 µM | 350,000 compounds, 0.24% hits; in the data active means inhibition above about 10%
# Anthrax LF prot – Bacillus anthracis LF protease inhibitors, primary screen, biochemical, multiplex microsphere, MLPCN library; inhibition, % at 10 µM; 360,000 compounds, 0.12% hits; multiplex microsphere protease cleavage assay; Lethal factor (Bacillus anthracis), P15917; further: plate controls were buffer without enzyme for full effect and enzyme alone for no effect
# Target sequence (P15917 whole entry, looked up): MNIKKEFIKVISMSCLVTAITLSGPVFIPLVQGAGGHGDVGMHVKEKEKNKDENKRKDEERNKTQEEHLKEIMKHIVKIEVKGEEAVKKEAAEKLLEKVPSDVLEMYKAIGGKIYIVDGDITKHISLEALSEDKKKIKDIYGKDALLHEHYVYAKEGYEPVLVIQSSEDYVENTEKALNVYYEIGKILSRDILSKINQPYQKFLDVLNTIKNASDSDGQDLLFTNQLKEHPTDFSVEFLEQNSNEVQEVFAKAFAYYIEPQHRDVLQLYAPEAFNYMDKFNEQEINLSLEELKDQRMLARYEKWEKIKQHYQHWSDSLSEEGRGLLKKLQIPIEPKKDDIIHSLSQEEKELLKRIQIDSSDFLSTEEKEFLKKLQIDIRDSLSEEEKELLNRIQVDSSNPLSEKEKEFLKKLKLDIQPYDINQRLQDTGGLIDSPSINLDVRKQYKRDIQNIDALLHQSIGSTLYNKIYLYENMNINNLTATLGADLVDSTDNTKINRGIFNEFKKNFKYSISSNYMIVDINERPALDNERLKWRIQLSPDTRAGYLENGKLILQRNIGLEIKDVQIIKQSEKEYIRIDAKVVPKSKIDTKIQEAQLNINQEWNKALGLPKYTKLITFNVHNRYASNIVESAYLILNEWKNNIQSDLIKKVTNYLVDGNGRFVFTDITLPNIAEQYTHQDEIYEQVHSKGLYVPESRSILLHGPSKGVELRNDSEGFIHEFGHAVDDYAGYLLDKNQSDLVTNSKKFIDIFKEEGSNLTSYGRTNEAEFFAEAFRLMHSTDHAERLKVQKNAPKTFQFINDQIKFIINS
# Yp Topo-I inh – Yersinia pestis topoisomerase I inhibitors, primary screen, biochemical, cleavage product accumulation, plate reader, single point. 360,000 compounds, 0.064% hits. activity, % at 10 µM. Y. pestis Topo-I cleavage product accumulation. DNA topoisomerase I (Yersinia pestis CO92); in the data active means activity above about 50%, passing the limit was not always enough; further: inactives centre near 2
# SARS 3CLpro inh – SARS-CoV 3CLpro protease inhibitors, primary screen, biochemical, quenched FRET. recombinant SARS-CoV 3CLpro, quenched FRET peptide cleavage. inhibition, % at 6 µM. 290,000 compounds, 0.14% hits. AID 1706, 2009; in the data active means inhibition above about 12%
# Starred values were filed as active, the others as inactive; i = inactive; . = not tested or not shown; & = joins results of further samples. Unless noted, no stated cut-off is given here; in the data, active means inhibition above about 30%; inconclusive means no clear call, values can overlap the other calls; inactive means below that. Some of the compounds tested; count on the stated rates, not on these rows.
SMILES,BoNT A protease,PfHsp40 yeast,BH1578 lux ind,SSB-PriA inh,PrPC TRFRET,TcdB GH inh,Anthrax LF prot,Yp Topo-I inh,SARS 3CLpro inh
O=S(=O)(NCCCc1ccccc1)c1cccc2nsnc12,-1.1,1.0,-0.3,2.0,-18.9,0.3,-1.6,-12.4,-1.8
CCOC(=O)C1CCCN(Cc2nc(N)nc(Nc3ccccc3)n2)C1 (stereo unspecified),-1.1,-0.6,-0.1,-2.1,-1.9,.,-11.0,-10.0,3.5
COCC(=O)n1nc(NCc2ccc(OC)cc2)nc1NCc1ccc(OC)cc1,-0.9,-0.8,0.6,-3.4,-6.6,.,-4.0,21.0,-6.6
C[C@H](NC(=O)c1[nH]cnc1C(=O)N[C@@H](C)CO)c1ccccc1,-0.9,.,-0.7,.,10.1,0.5,-4.9,2.1,.
CC(C)(C)NS(=O)(=O)c1ccc(CCC(=O)N2CCOCC2)cc1,0.5,-0.9,-1.6,-6.3,-2.6,.,-1.5,-3.2,2.9
CCCCN(C(=O)CCCc1nc2ccccc2c(=O)[nH]1)c1c(N)n(CC(C)C)c(=O)[nH]c1=O,0.7,-0.1,i,-11.6,7.5,4.8,-0.8,-11.6,.
COc1cccc(NC(=O)c2nn(C)c3c2CS(=O)(=O)c2ccccc2-3)c1,-1.1,-0.2,i,-4.4,-3.7,0.6,3.3,0.7,-4.0
Cc1c(NS(=O)(=O)c2ccc(NC3CCCC3)c([N+](=O)[O-])c2)c(=O)n(-c2ccccc2)n1C,-0.5,-2.6,-0.3,-11.5,-2.4,0.3,0.0,16.4,3.9
CC(Nc1c[nH]c(=O)[nH]c1=O)c1ccccc1 (stereo unspecified),-0.2,-1.9,0.7,-4.3,-3.8,1.9,-0.2,-0.1,4.3
CCC1Oc2ccccc2C(=O)N(CC(=O)c2ccc3c(c2)OCCO3)C1=O (stereo unspecified),-0.4,6.1,-0.2,-10.6,-1.5,1.2,-1.8,38.9,4.2
CCOC(=O)c1nnn(-c2nonc2NC(C)=O)c1C,0.1,-1.5,0.6,-15.9,-2.2,.,-4.6,-3.5,1.7
COc1cccc(C2CC(c3cccc(Br)c3)n3ncnc3N2)c1 (stereo unspecified),-0.4,0.6,-1.4,-0.1,5.4,1.2,-1.2,19.2,-7.2
Cc1ccc(C)c2c1N(Cc1ccccc1)C(=O)C21OCCO1,0.2,0.6,i,-1.0&-21.3,-2.4,3.0,-18.5,35.2,2.2
Cc1ccc(CNS(=O)(=O)NCc2cccs2)cc1,-0.7,0.0,i,-3.1,3.5,-3.0,-1.4,3.5,5.6
Cc1c(Br)cc(C(=O)NCCCN2CCOCC2)c(C)c1C,-0.7,-0.3,0.6,-12.4,-0.7,.,3.7,-0.9,1.6

# Quoted from the listing:
# PfHsp40 yeast result of `CCOC(=O)C1CCCN(Cc2nc(N)nc(Nc3ccccc3)n2)C1` (stereo unspecified) is entered as -0.6
# Yp Topo-I inh result of `C[C@H](NC(=O)c1[nH]cnc1C(=O)N[C@@H](C)CO)c1ccccc1` is entered as 2.1

# The main list resumes with the 4 entries that preceded the break.
SMILES,BoNT A protease,PfHsp40 yeast,BH1578 lux ind,SSB-PriA inh,PrPC TRFRET,TcdB GH inh,Anthrax LF prot,Yp Topo-I inh,SARS 3CLpro inh
COc1cccc(C2CC(c3cccc(Br)c3)n3ncnc3N2)c1 (stereo unspecified),-0.4,0.6,-1.4,-0.1,5.4,1.2,-1.2,19.2,-7.2
Cc1ccc(C)c2c1N(Cc1ccccc1)C(=O)C21OCCO1,0.2,0.6,i,-1.0&-21.3,-2.4,3.0,-18.5,35.2,2.2
Cc1ccc(CNS(=O)(=O)NCc2cccs2)cc1,-0.7,0.0,i,-3.1,3.5,-3.0,-1.4,3.5,5.6
Cc1c(Br)cc(C(=O)NCCCN2CCOCC2)c(C)c1C,-0.7,-0.3,0.6,-12.4,-0.7,.,3.7,-0.9,1.6
CC1(C)CC(=O)C(N=Nc2ccc(C(F)(F)F)cc2[N+](=O)[O-])=C(O)C1,.,-1.0,-0.4,6.5,-3.0,2.7,.,-4.6,2.6
COc1ccc(NC(=O)C(OC)c2ccccc2)cc1Cl (stereo unspecified),-1.6,-0.9,-0.2,-45.7,-2.2,.,-0.3,-2.6,1.8
COc1cc(NC(=O)c2cc(OC)c(OC)c(OC)c2)c2ncccc2c1,-2.9,2.5,i,-13.7,0.6,0.9,-21.1,10.1,.
Cc1ccc(C(=O)Oc2csc(=S)n2C(=O)c2ccc(C)cc2)cc1,-0.5,1.2,-0.1,-6.9,-6.8,.,-6.3,1.2,1.0
C=CCC(=O)N(CC)CC1CCCN(CCc2cccc(F)c2)C1 (stereo unspecified),-1.3,-2.4,-0.2,-15.5,-11.3,2.2,-1.2,4.2,0.0
CCOC(=O)C1CCCN(C(=O)Cn2nc(Cc3cccnc3)c3ccccc3c2=O)C1 (stereo unspecified),-0.3,-0.5,-0.6,2.4,-1.0,-0.3,-0.4,-1.0,-3.2
CC(C(=O)Nc1cccnc1)N1C(=O)C2C3C=CC(C3)C2C1=O (stereo unspecified),1.0,-1.7,-16.7,-10.2,4.2,.,-2.1,5.8,2.9
CCN(C(=O)COC(=O)/C=C/c1ccc(S(=O)(=O)N2CCc3ccccc32)cc1)C1CCS(=O)(=O)C1 (stereo unspecified),-0.9,-1.9,-0.4,-0.2,9.0,-2.8,-2.0,32.8,1.4
C(=C\c1ccccc1)/CSc1nnc(-c2cnccn2)n1Cc1ccco1,-0.2,-0.3,i,-4.9,-5.0,.,-2.1,21.5,2.0
O=C(CNC(=O)c1ccccc1F)OCc1nc2ccc(Cl)cc2n1CCO,3.1,-0.9,i,-18.5,-3.2,0.9,-5.7,-2.1,.
Cc1nc(C)c(-c2ccc(SCc3ccc(Cl)cc3)nn2)s1,1.0,5.6,i,-12.2,10.6,0.6,-0.3,44.1,3.5
COC(=O)[C@]12CCCCC=C1N(Cc1ccccc1)C(=O)[C@H](CC(=O)N1CCCC1)C2,-0.7,.,.,.,-2.7,1.0,6.3,.,.
O=C(CSc1ncccc1-c1nc2ccccc2[nH]1)NCc1ccco1,2.6,-0.4,-0.2,-18.7,-12.2,2.7,2.4,-0.5,0.3
CCN(CC)CCNC(=O)C1(O)c2cc(Br)ccc2NC(=O)N1c1ccc(Cl)cc1 (stereo unspecified),-4.4,-0.4,-1.4,-10.5,4.6,1.5,-4.0,-0.3,-2.8
Cc1cccc(NC(=O)CCS(=O)(=O)c2cccc3nsnc23)c1C,2.2,-0.2,i,0.3,-29.5,.,4.0,-3.1,-1.8
C=CCOc1cccc(C2C(C(=O)c3ccco3)=C(O)C(=O)N2CCN2CCOCC2)c1 (stereo unspecified),0.6,-1.6,-0.2,3.7,2.1,0.3,-0.1,-6.7,2.0
Cc1cccc(-c2nc3c(c(SCC(=O)N4CCCC4)n2)COC(C)(C)C3)c1,-1.5,-0.8,-0.5,4.5,-3.3,0.4,-3.6,-9.5,-0.3
Cc1ccc(N(CC(=O)NCc2ccc(F)cc2)S(=O)(=O)c2c(C)nn(C)c2C)cc1,0.3,0.0,-0.4,-4.8,-5.7,0.2,0.3,13.0,0.0
c1ccc(Oc2nc(Oc3ccccc3)nc(N3CCOCC3)n2)cc1,-0.4,0.1,i,-19.5,-2.8,.,-2.0,7.1,8.0
NC(=O)C1CC(=O)N(CCc2ccc(F)cc2)C1 (stereo unspecified),3.9,3.0,-0.6,-0.1,4.8,0.4,-1.4,0.7,3.6
CCOC(=O)c1cnc2c(Cl)c(Cl)ccc2c1NCCN1CCOCC1,-1.9,0.9,i,-5.7,-3.2,-0.1,8.4,11.3,-4.5
COc1ccccc1C(=O)COC(=O)CCCN=C1NS(=O)(=O)c2ccccc21,1.1,.,-0.7,-11.8,3.3,-5.8,9.8,1.6,.
CC(C)CCNC(=O)c1cc([N+](=O)[O-])ccc1N1CCOCC1,-0.8,0.3,-0.2,-5.2,-19.0,.,-2.4,-3.3,-7.0
Cc1ccc(OCCC(=O)OCC(=O)NC2CCCCC2)cc1,-0.8,.,5.0,.,-0.1,1.0,3.6,3.2,.
COc1ccc(/C=C/C(=O)Nc2sc(Cc3ccccc3)c(C)c2C(N)=O)cc1,1.1,-0.8,-0.3,2.7,1.9,-0.3,-1.9,-5.3,-1.2
CN(C)c1ccc(C(CNC(=O)c2ccccc2F)c2c[nH]c3ccccc23)cc1 (stereo unspecified),-0.9,-1.0,i,40.8,0.6,-1.2,-1.4,1.4,5.2
COc1ccccc1NC(=O)NC1(C(=O)N2CCC(C)CC2)CCCCC1,-1.8,-1.5,-0.6,-2.0,-1.2,0.5,0.2,4.7,-1.7
Cc1occc1C(=O)NC1CCCCCCC1,-0.8,-0.2,i,-1.6,2.0,.,-2.8,-3.8,-0.5
CCC1CCCCN1C(=S)Nc1ccc(OC(F)F)cc1 (stereo unspecified),-0.5,-0.2,-0.2,-5.1,-3.5,0.6,-1.1,3.8,5.6
COc1cccc(/C(O)=C2/C(=O)C(=O)N(CCN3CCOCC3)C2c2cccs2)c1 (stereo unspecified),0.8,-1.1,i,.,3.3,.,-2.3,8.2,-4.9
CCCN(CC(=O)Nc1ccc(C(C)=O)cc1)CC(=O)Nc1ccccc1C,0.6,1.6,-0.4,2.8,1.5,0.9,-1.5,7.5,-5.1
COc1cc(/C=N/Nc2cccc(C)c2)cc(Br)c1O,0.2,3.3,-0.8,.,7.8,4.1,-2.5,-35.7,1.5
COc1cccc(-n2c(O)c(C=NCc3ccc4c(c3)OCO4)c(=O)[nH]c2=O)c1,-0.4,2.0,i,-20.3,7.4,.,0.5,-4.7,0.6
S=C(Nc1cc(Cl)cc(Cl)c1)N1CCN(c2ccccn2)CC1,-1.0,0.1,0.0,-4.0,-1.4,1.8,0.3,-13.3,0.1
Cn1c(=O)cc(SCC(=O)NCCCN2CCOCC2)c2ccc(Cl)cc21,0.4,2.4,i,1.4,-2.4,.,0.0,9.3,3.3
CCc1csc(CCNC(=O)C2CCC(=O)N(CCOC)C2)n1 (stereo unspecified),0.0,-0.3,-0.5,2.8,5.2,-0.3,-0.7,3.0,0.5
O=C(NCCN1CCOCC1)c1ccc2c(c1)N(Cc1ccc(F)cc1)C(=O)c1ccccc1S2(=O)=O,-0.5,2.1,-0.2,-9.5,10.3,0.3,-1.8,10.3,-0.6

# Assay outcomes: PubChem, several laboratories
